High-throughput results as filed in PubChem.
CXXC DNA block: inhibitors of human MLL CXXC domain-DNA interaction | Q03164 | AID 2662 | MLL-CXXC / FITC-HOXA9 DNA fluorescence polarization | hit rate 0.037% among 290,000 | Potency, µM (top dose mostly 115 µM), for the others: at the highest dose activity change, negative = inhibition, usual class: inhibitors; active means well fitted inhibition curve with a large enough effect in the polarisation, with a control signal flat, not every such curve was filed as active; inconclusive means small, poorly fitted or top-dose-only effect, or effect the other way, or a change in a side signal; inactive means no such curve, though single readings can be large or run the other way; the % refers to the polarisation; further: potency means the concentration at half of the fitted maximal effect
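Steps: dispense CXXC domain solution (7 uM) → pin compounds or unlabeled HOX-A9 DNA control → 5 min ambient → add FLSN-HOX-A9 solution (50 nM) → spin → 30 min ambient → fluorescence polarization. Tris pH 7.5/NaCl/DTT/BSA buffer.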
Mito fusion yeast: blocks mitochondrial division or promotes mitochondrial fusion; S. cerevisiae fusion-defective mutant growth rescue, CellTiterGlo 48 h; Potency, µM (highest dose often 46.1 µM), for inactives: at the top dose growth rescue (activation), actives largely listed as activators; hit rate 0.23% among 320,000; AID 485298;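 further: potency means the concentration at half of the fitted maximal effect; % of control where 0% means no effect; nearly all actives have a fitted effect of over 45% in size; temperature-sensitive fusion mutants such as fzo1-1 at 37 °C on non-fermentable ethanol glycerol medium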
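Temperature-sensitive fusion-defective S. cerevisiae (e.g. fzo1-1, mgm1-5) were grown with compound in YPEG medium (3% ethanol, 3% glycerol) for 48 hours at 37C. Growth rescue was measured as viability by CellTiterGlo luminescence after 10 minutes at ambient.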
A-T KAP1 phos: candidate therapy for ataxia-telangiectasia; AID 485349; hit rate 0.19% among 320,000; Potency, µM (highest dose often 57.5 µM), for the others: at the top dose activation, usual class: activators; […] A-T fibroblasts, KAP-1 phosphorylation AlphaLISA; neocarzinostatin DNA damage 30 min before lysis; further: potency means the concentration at half of the fitted maximal effect; % of control where 0% means no effect; nearly all actives have a fitted effect of over 45% in size
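hTERT-immortalized A-T patient fibroblasts ([…]), 500 cells/well in OPTI-MEM, 1% FBS, got compounds for 60 min, then NCS for 30 min at 37C. Lysates were then assayed for phospho-KAP-1 by AlphaLISA (anti-pKAP1 donor, anti-KAP1 acceptor beads), 6 hr at 25C.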
a7 integrin act: integrin-mediated muscular dystrophy alleviation activation | alpha7betagal myoblasts, beta-gal FDG fluorescence, 48 h | Potency, µM (titrated, usually from 38.3 µM), without a hit: at the top dose activation, usual class: activators | hit rate 0.064% among 350,000;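 further: potency means the concentration at half of the fitted maximal effect; 100% = response of the positive control SU9516; nearly all actives have a fitted effect of over 60% in size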
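alpha7betagal+/- myoblasts (passage 13, 250/well) treated 48 h at 37C with compounds at 1:260 dilution of DMSO stock. Lysed, then beta-galactosidase activity read as FDG fluorescence (ex 480/em 540) after 30 min, with pre-read for autofluorescence.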
TCR act: activates T cell receptor signaling. primary human leukocytes, anti-CD3, IL-2 HTRF, 48 h. Potency, µM (doses to about 9.22 µM), for inactives: at the highest dose activation of IL-2 secretion, usual class: activators. 330,000 tested, under 10 active. AID 504894; further: % of control where 0% means no effect
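HTRF read-out of IL-2 secretion: europium cryptate donor excited at 320nm, d2 acceptor emission at 665nm. Cells were primary human leukocytes incubated 48 hr with compounds and a-CD3 beads, supplying TCR signal only.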
TSHR antagonist: human thyrotropin receptor antagonism; P16473; TSHR-expressing cells, TSH-stimulated cAMP HTRF, 2 h; stronger effect = lower value; activity change, negative = inhibition, % at 11.5 µM; hit rate 0.2% among 330,000; AID 504810;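 active means activity change below a set negative limit, meaning inhibition stronger than a set level, cut at about -70% in these data; inconclusive means activity change between two set negative limits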; further: on the % scale 0 is the no-effect control and ±100 the full control effect
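Antagonism was scored as loss of TSH-driven cAMP in TSHR cells, stimulated with 4nM TSH (EC80) for 2 hours at 37 deg C and detected by homogeneous HTRF competition immunoassay.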
Menin MLL FP TR: menin-MLL binding inhibition, Texas Red mutant peptide. O00255. Menin + Texas Red MLL mutant peptide, fluorescence polarization. Potency, µM (highest dose often 61.6 µM), inactives show top-dose FP activity change, negative = inhibition, usual class: inhibitors. hit rate 0.23% among 270,000. AID 1768; active means well fitted inhibition curve with a large enough effect in the polarisation, with a control signal flat, not every such curve was filed as active; inconclusive means small, poorly fitted or top-dose-only effect, or effect the other way, or a change in a side signal; inactive means no such curve, though single readings can be large or run the other way; the % refers to the polarisation; further: potency means the concentration at half of the fitted maximal effect; % of control where 0% means no effect; many of its hits are not listed in these tables
S-ASM inh: blocks human secretory acid sphingomyelinase | P17405 | placental ASM, HMU-PC fluorogenic substrate, 60 min | Potency, µM (doses to about 57.5 µM), inactives show top-dose activity change, negative = inhibition, hits mostly inhibitors | hit rate 0.006% among 340,000; further: potency means the concentration at half of the fitted maximal effect
Target sequence (P17405 47-631 limits assumed): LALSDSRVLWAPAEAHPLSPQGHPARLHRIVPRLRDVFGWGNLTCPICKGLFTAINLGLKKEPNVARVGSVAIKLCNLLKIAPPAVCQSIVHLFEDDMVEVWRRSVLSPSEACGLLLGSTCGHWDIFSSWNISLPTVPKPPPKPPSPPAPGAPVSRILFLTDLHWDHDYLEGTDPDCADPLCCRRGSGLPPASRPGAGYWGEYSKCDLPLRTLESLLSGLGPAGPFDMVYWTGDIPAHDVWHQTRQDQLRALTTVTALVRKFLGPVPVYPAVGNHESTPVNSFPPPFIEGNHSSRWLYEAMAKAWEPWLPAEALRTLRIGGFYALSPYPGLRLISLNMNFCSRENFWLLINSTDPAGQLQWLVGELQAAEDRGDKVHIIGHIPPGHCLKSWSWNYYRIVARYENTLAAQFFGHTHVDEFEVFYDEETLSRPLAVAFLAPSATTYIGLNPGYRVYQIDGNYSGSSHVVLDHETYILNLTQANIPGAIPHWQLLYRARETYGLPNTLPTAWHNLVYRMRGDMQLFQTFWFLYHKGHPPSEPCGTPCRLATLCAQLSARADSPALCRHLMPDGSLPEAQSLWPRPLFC
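Fluorogenic HMU-PC substrate (9 uM final) is turned over by placental ASM in 60 min at 37 C after a 10 min compound preincubation. Reaction ended by alkaline stop (pH 10), with fluorescence read at 386/447 nm.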
PTAP TSG101 blk: blocks PTAP/TSG101 interaction to inhibit HIV-1 budding. Fluorescence polarization, FITC-PTAP peptide / Tsg101 binding. Potency, µM (titrated, usually from 115 µM), for inactives: at the highest dose activity change, negative = inhibition, most hits filed as inhibitors. 340,000 tested, under 10 active. AID 493005; active means well fitted inhibition curve with a large enough effect in the main read-out, with a control signal flat, not every such curve was filed as active; inconclusive means small, poorly fitted or top-dose-only effect, or effect the other way, or a change in a side signal; inactive means no such curve, though single readings can be large or run the other way; further: potency means the concentration at half of the fitted maximal effect; % of control where 0% means no effect
Target sequence (Q99816 whole entry, looked up): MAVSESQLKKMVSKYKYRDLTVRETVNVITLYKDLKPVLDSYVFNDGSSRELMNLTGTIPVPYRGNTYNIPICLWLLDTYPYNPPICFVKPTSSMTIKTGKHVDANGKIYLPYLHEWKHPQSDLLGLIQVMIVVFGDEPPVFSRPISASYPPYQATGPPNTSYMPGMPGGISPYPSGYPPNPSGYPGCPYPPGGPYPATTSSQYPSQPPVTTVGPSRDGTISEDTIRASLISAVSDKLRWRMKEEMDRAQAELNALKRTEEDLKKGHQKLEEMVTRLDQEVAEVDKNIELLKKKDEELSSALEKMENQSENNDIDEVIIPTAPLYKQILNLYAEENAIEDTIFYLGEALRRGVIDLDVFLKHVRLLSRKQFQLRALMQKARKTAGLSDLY
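Fluorescence anisotropy tracks displacement of a FITC-tagged PTAP peptide (50 nM) from the Tsg101 binding domain (10 uM), following a 20 min room-temperature incubation at pH 7.5.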
MBNL1 CUG block: inhibitors of human MBNL1 binding to CUG repeat RNA; Q9NR56; TR-FRET MBNL1-His/biotin-(CUG)12 binding, 665/545 ratio; Potency, µM (doses to about 57.5 µM), without a hit: at the highest dose activity change, negative = inhibition, actives largely listed as inhibitors; hit rate 0.036% among 280,000; AID 2675; active means well fitted inhibition curve with a large enough effect in the signal ratio, with a control signal flat, not every such curve was filed as active; inconclusive means small, poorly fitted or top-dose-only effect, or effect the other way, or a change in a side signal; inactive means no such curve, though single readings can be large or run the other way; the % refers to the signal ratio; further: potency means the concentration at half of the fitted maximal effect; on the % scale 0 is the no-effect control and ±100 the full control effect
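MBNL1-His + Biotin-(CUG)12, cpd titration 92 nM–58 uM; Tb anti-His Ab 0.055 ng/ul, SA-XL665 5 nM (final); 60 min RT; ratiometric 665/545 nm, Ex 340 nm; normalized to buffer and full-complex controls.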
* = called active by the depositor; i = inactive; ? = inconclusive; . = no result given; & = joins results of further samples; [ ] = remark or other dose. Unless noted, the call rests on the fitted dose curve; in most records, active means well fitted curve in the direction sought with a large enough effect; inconclusive means small, poorly fitted or top-dose-only effect, or another doubt; inactive means no such curve, though single readings can be large; an effect the other way counts as inactive or inconclusive. A portion of the library. The share of hits here may be higher or lower than overall.

compound | S-ASM inh | CXXC DNA block | Mito fusion yeast | TSHR antagonist | A-T KAP1 phos | PTAP TSG101 blk | TCR act | MBNL1 CUG block | a7 integrin act | Menin MLL FP TR
Cn1c[n+](C)cc1/C=N/O | 5.6% | 1.0% | 1.7% | 3.5 | -4.8% | -1.3% | -1.4% | 6.0% | 6.7% | .
CCN(CC)CCN1C(=O)C(O)=C(C(=O)c2cccs2)C1c1ccccn1 (stereo not drawn) | -3.2% | 9.6% | -2.7% | 12.0 | . | . | . | ? | -2.1% | -6.0%
Cc1nc2nc(-c3ccco3)[nH]n2c(=O)c1C | -4.2% | -8.7% | 1.0% | -2.1 | 11.6% | 2.2% | -2.1% | -4.9% | 0.0% | -2.0%
O=C(N/N=C/c1cccc(Oc2ccccc2)c1)c1ccc(O)cc1O | -23.7% | -10.2% | -1.5% | -14.9 | 1.6% | -1.0% | -1.3% | 4.4% | -24.8% | 38.9%[activator]
CCOc1ccc2nc(NC(=O)CSC3=NCCS3)sc2c1 | -4.3% | -8.7% | -0.9% | -11.0 | -6.3% | -4.1% | 3.7% | -4.5% | -54.3%[inhibitor] | ?
COc1ccc2c(c1)CCCC21NC(=O)N(CC(=O)NC(=O)NCc2ccccc2)C1=O (stereo not drawn) | 0.9% | -5.1% | 5.5% | -2.6 | 0.1% | -3.8% | -15.9% | . | -7.8% | -7.6%
COCCn1c(C)cc(C(=O)CSc2nc3ccccc3c(=O)n2Cc2ccco2)c1C | 1.2% | 8.8% | -9.6% | -21.9 | 0.1% | -0.8% | -8.0%[46.1 µM] | . | 32.9% | -0.4%
CSc1snnc1-c1ccccc1 | 0.4% | 0.8% | -1.7% | -10.9 | 0.1% | -4.4% | -0.8% | . | -11.6% | 11.5%
CCOc1ccc(C(C(=O)NC2CCCC2)N(C(=O)c2snc(C(N)=O)c2N)c2cccc(O)c2)cc1 (stereo not drawn) | 45.6%[activator] | 8.3% | 3.5% | -49.4 | 16.1% | -4.7% | 6.4% | 7.3% | -32.9% | -18.0%
O=C(CN(Cc1ccccc1)S(=O)(=O)c1ccc(Br)cc1)NCC1CCCO1 (stereo not drawn) | 2.3% | 4.2% | 15.6% | -0.9 | 3.3% | -0.2% | -3.1% | 0.4% | 0.0% | -13.4%
C=CCC(NCc1ccccc1)c1ccccc1 (stereo not drawn) | 3.2% | -3.9% | 6.9% | 45.2 | 5.9% | -1.4% | 0.9%[46.1 µM] | -9.7% | 28.1% | 5.8%
CCOc1ccc(S(=O)(=O)NCCC(=O)N(C)CC(=O)Nc2ccc(N3CCOCC3)cc2)cc1 | -3.6% | . | 3.0% | -2.9 | 3.2% | -2.3% | 9.1% | . | -4.9% | .
O=C(COC(=O)CNC(=O)c1sc2ccccc2c1Cl)Nc1cc(Cl)cc(Cl)c1 | 5.1% | 8.8% | -8.7% | -8.4 | -1.5% | 0.2% | 3.1% | 0.4% | 22.8% | ?
O=C(NC1CCCCCC1)c1nnc(Cc2ccc(Cl)cc2)o1 | -0.7% | -3.5% | 14.6% | -8.9 | 3.7% | 1.4% | 3.4% | 24.6% | 0.0% | -11.1%
Clc1ccc(Cn2cc(/C=N/n3cnnc3)c3ccccc32)cc1 | -20.2% | 3.7% | 19.5% | 4.1 | 9.3% | 0.0% | -4.4% | -6.9% | -21.5% | 0.4%
CCOc1cc2c(cc1OCC)CN(CC(=O)Nc1ccccc1C(=O)NC1CC1)CC2 | 4.4% | . | -0.5% | 1.9 | 0.6% | -0.6% | 0.9% | . | -5.8% | .
C=CCn1c(SCC(=O)N(C)C2CCS(=O)(=O)C2)nc2ccccc2c1=O (stereo not drawn) | -3.1% | 6.4% | -4.2% | -0.3 | 4.7% | -2.7% | -3.3% | -5.4% | -9.8% | -0.4%
COc1cc2nc(CN3C(=O)c4ccccc4C3=O)oc(=O)c2cc1OC | 3.5% | 3.3% | 1.4% | -9.1 | 3.5% | -3.4% | -5.2% | 5.8% | 4.4% | -1.5%
CCC(=Nc1ccccc1OC)C1=C(O)CC(c2ccccc2)CC1=O (stereo not drawn) | 2.6% | -1.2% | -0.4% | -5.2 | -2.5% | -3.2% | . | -19.7% | -8.7% | -10.6%
CCC(C)(C)n1nnnc1C(C(C)C)N1CCN(C(=O)c2ccco2)CC1 (stereo not drawn) | -2.3% | 7.7% | 16.7% | -11.3 | 10.7% | -1.1% | -8.3% | 6.7% | -11.3% | .
CN1C2CCC1CC(OC(=O)c1c[nH]c3ccccc13)C2 (stereo not drawn) | 5.0%&1.4% | 15.6%&0.3% | -6.2%&-3.6%&-4.9% | -14.8&2.6&-4.6 | -14.7%&0.5% | -2.8%&-3.5% | -11.4% | -1.7% | 2.8% | -1.5%&-19.1%&2.1%
O=C1C(Nc2ccccc2)=C(N2CCCCC2)C(=O)c2ccccc21 | -2.6% | 13.3% | -11.1% | 10.9 | 4.0% | 3.1% | 0.0% | ? | 4.7% | 1.1%
O=C(NC(=S)Nc1cccc(Cl)c1N1CCCCC1)c1ccc2c(c1)OCCO2 | -4.1% | 12.2% | 2.3% | 14.0 | -2.8% | 0.5% | -5.3%[46.1 µM] | . | 0.0% | ?
COC(=O)c1cc(-c2cccc([N+](=O)[O-])c2)c2c(=O)[nH]c(=O)n(C)c2n1 | -1.0% | 14.8% | ? | -5.6 | 5.4% | -5.7% | 5.1% | 1.0% | 10.8% | -4.8%
CCCN1CCN(C(=O)Cn2nc(C)n3c(cc4c(OC)cccc43)c2=O)CC1 | 4.7% | . | . | . | . | -2.3% | 0.3% | . | -15.5% | .
CC(C)(C)SC(=O)C[C@@H]1NS(=O)(=O)OC2CCCCC21 (stereo partly drawn) | 1.1% | 7.7% | -3.5% | 0.6 | 0.9% | 0.5% | 5.5% | 1.1% | 20.1% | -11.2%
COc1ccc(CNS(=O)(=O)c2ccc(C)cc2)cc1 | -1.4% | . | . | . | . | -3.1% | 0.0% | . | 11.0% | 5.9%
Cc1cc(C(=O)N/N=C/c2ccc(O)c([N+](=O)[O-])c2)n[nH]1 | 2.5% | -4.3% | -3.0% | 6.8 | 1.3% | -2.5% | -1.6%[46.1 µM] | ? | 4.5% | 9.3%
C/C(=N\OC(=O)c1ccc(F)cc1)c1sc(-c2ccc(Cl)cc2)nc1C | 28.0% | . | . | . | . | -2.8% | -7.0% | . | -6.5% | .
Cc1ccc(S(=O)(=O)c2c(N)n(-c3ccccc3)c3nc4ccccc4nc23)cc1 | i | 47.0%[activator] | 4.6% | -28.6 | 18.0% | 0.1% | -7.5%[46.1 µM] | 13.2% | 6.0% | 0.9%
O=C(O)/C=C/C(=O)Nc1ccc(Cl)c(C(=O)O)c1 | 0.3% | -10.9% | -2.5% | -5.7 | 0.6% | -0.1% | 3.9% | -8.7% | 21.2% | .
COc1ccc(-c2nnc(CSc3nc4ccccc4c(=O)n3CC3CCCO3)o2)cc1OC (stereo not drawn) | -1.1% | -7.0% | 5.2% | ? | 9.9% | -5.9% | 4.4% | -6.7% | -2.6% | .
C[C@H](NC(=O)[C@@H]1Cc2ccccc2CN1)C(=O)NCC1CCCO1 (stereo partly drawn) | 3.7% | -4.2% | -2.3% | -7.4 | 20.3% | -3.9% | 5.6% | -1.2% | 14.5% | .
CCNc1nc2ccccc2[nH]1 | -0.8% | 8.9% | -1.0% | -2.3 | 3.2% | 0.9% | 2.7% | -3.2% | 12.7% | -2.8%
CC1=NN(C(=O)Cc2ccccc2)C(O)(c2ccccc2)C1 (stereo not drawn) | 3.3% | -1.4% | 0.9% | 10.4 | 1.2% | 0.6% | 3.3% | -10.2% | 14.1% | ?
Cc1ccc(NS(=O)(=O)c2cc(C(=O)Nc3cccc(N(C)S(C)(=O)=O)c3)ccc2C)c(C)c1 | -19.8% | -5.3% | -3.5% | -6.6 | 2.0% | -3.7% | -1.9%[46.1 µM] | 7.3% | -35.3% | -1.7%
CCOC(=O)c1ccc(CNC(=O)CCC(=O)O)cc1 | 3.8% | -8.0% | 0.9% | 8.1 | 3.4% | -0.3% | 12.0% | -5.3% | 13.2% | 3.6%
O=S(=O)(NC1CC2CCC1C2)c1ccc(Br)cc1 (stereo not drawn) | -5.5% | -1.3% | -21.2% | -15.2 | 14.0% | -0.5% | . | -4.3% | 0.0% | -6.6%
